HCMV inh = qHTS Assay for inhibitors of the human cytomegalovirus (HCMV); HFF cells, HCMV-luciferase reporter, 72 h; hits give low values; 4.5% of 410,000 active; activity change, negative = inhibition, % at 57.5 µM; in the data active = activity change below about -60%; inconclusive = no clear call, values can overlap the other calls; inactive = above about -39%
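Compounds were evaluated in HFFs infected with an HCMV luciferase reporter virus (MOI 1 PFU/cell). Luciferase in lysates collected 72 h post infection served as the replication measure.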
Sm TGR block = qHTS Assay for the Inhibitors of Schistosoma Mansoni Peroxiredoxins | Schistosoma mansoni thioredoxin glutathione reductase (TGR), Q962Y6 | purified TGR, DTNB reduction, TNB absorbance 405 nm | Potency, µM (highest dose often 114 µM), for inactives: top-dose activity change, negative = inhibition, actives largely listed as inhibitors | 3% of 360,000 active; also: potency is read from the fitted curve at half-maximal effect; nearly all actives have a fitted effect of over 60% in size
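TGR 20 nM + NADPH 100 uM (dispensed conc.), cpd preinc 15 min RT; start with NADPH (500 uM addition) then DTNB (15 mM addition). Kinetic TNB absorbance, 405 nm filter. Four-parameter Hill fit across titration.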
Giardia FBPA inh = qHTS Assay for Inhibitors of Fructose-1,6-bisphosphate Aldolase from Giardia Lamblia. A8B2U2. purified Giardia FBPA. Potency, µM (top dose mostly 59.6 µM), for inactives: top-dose activity, negative = inhibition, usual class: inhibitors. 0.71% of 290,000 active. AID 2451, 2010; also: potency is read from the fitted curve at half-maximal effect; nearly all actives have a fitted effect of over 55% in size
Target sequence (A8B2U2 whole entry, looked up): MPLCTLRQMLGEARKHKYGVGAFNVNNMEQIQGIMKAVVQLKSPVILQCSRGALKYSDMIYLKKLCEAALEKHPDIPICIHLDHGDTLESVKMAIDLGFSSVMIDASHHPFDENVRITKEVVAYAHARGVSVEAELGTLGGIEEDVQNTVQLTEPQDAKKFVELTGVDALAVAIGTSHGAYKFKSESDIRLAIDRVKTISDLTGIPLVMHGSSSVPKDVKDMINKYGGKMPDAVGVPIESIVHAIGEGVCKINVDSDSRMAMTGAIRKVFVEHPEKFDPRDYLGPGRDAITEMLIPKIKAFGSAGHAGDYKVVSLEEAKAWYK
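Giardia FBPA (40 nM reagent) was preincubated 10 min at RT with compound (up to 57.5 uM final), then substrate plus GAPDH/TPI/NAD/arsenate coupling system with diaphorase/resazurin was added; resorufin fluorescence (525/598 nm) was read after 20 min.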
AmpC inh detg = qHTS Inhibitors of AmpC Beta-Lactamase (assay with detergent). Potency, µM (titrated, usually from 114 µM), without a hit: at the highest dose activity change, negative = inhibition, hits mostly inhibitors. 0.041% of 370,000 active. AID 485294, 2010. AmpC hydrolysis of nitrocefin, absorbance 480 nm, 0.01% Triton. P00811;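 also: potency is read from the fitted curve at half-maximal effect; 0% = no-compound wells and -100% = no-enzyme wells; nearly all actives have a fitted effect of over 25% in size; some results filed as inactive show a strong effect at the top dose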
Target sequence (P00811 whole entry, looked up): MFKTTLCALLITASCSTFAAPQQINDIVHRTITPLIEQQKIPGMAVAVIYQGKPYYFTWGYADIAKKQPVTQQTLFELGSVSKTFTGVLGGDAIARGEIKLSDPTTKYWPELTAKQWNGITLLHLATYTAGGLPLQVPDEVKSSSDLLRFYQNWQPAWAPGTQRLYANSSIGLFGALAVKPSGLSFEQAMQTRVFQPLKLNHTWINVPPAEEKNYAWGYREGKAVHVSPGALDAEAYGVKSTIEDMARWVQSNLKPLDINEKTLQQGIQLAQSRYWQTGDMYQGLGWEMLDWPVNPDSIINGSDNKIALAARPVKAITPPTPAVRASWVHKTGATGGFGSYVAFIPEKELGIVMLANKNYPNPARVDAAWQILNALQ
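AmpC (5.3 nM in the dispensed reagent) in 20 mM phosphate pH 7.0 with 0.01% (detergent screen) or 0.0001% Triton X-100 was preincubated with compounds for 15 min at room temperature. Nitrocefin was then added from an 800 uM solution, and hydrolysis was followed at 480 nm.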
AmpC no deterg = qHTS Inhibitors of AmpC Beta-Lactamase (assay without detergent) | AmpC nitrocefin hydrolysis, absorbance 480 nm, 0.0001% Triton | Potency, µM (highest dose often 57.1 µM), for inactives: at the top dose activity change, negative = inhibition, most hits filed as inhibitors | 0.52% of 330,000 active;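 also: potency is read from the fitted curve at half-maximal effect; plate controls were no compound for no effect and no enzyme for full effect; nearly all actives have a fitted effect of over 20% in size; some results filed as inactive show a strong effect at the top dose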
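AmpC (5.3 nM in the dispensed reagent) in 20 mM phosphate pH 7.0 with 0.01% (detergent screen) or 0.0001% Triton X-100 was preincubated with compounds for 15 min at room temperature. Nitrocefin was then added from an 800 uM solution, and hydrolysis was followed at 480 nm.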
AMA1-RON2 inh = qHTS for Inhibitors of AMA1-RON; Towards Development of Antimalarial Drug Lead: Primary Screen | AlphaScreen AMA1-biotinylated RON2 peptide binding | Plasmodium falciparum AMA1 (3D7) - RON2 peptide interaction | Potency, µM (top dose mostly 58.2 µM), inactives show at the highest dose activity change, negative = inhibition, actives largely listed as inhibitors | 0.2% of 360,000 active;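 also: potency is read from the fitted curve at half-maximal effect; 0% = vehicle wells and -100% = peptide control; nearly all actives have a fitted effect of over 45% in size; some results filed as inactive show a strong effect at the top dose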
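AMA1 (3D7) with his tag at 25 nM final met compounds first, then biotinylated RON2 peptide at 25 nM; detection used donor plus acceptor beads, 10 µg/mL apiece, read by AlphaScreen after 30 min at room temperature.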
Starred values were filed as active, the others as inactive; ? = inconclusive; · = not tested or not shown; & = joins results of further samples; [ ] = dose if it differs, or a comment. Unless noted, calls follow the shape of the dose curve; as a rule, active = well fitted curve in the direction sought with a large enough effect; inconclusive = small, poorly fitted or top-dose-only effect, or another doubt; inactive = no such curve, though single readings can be large; an effect the other way counts as inactive or inconclusive. Unless noted, % is scaled to controls: 0 for no effect and ±100 for the full control effect. No enrichment for hits; any-hit rate near 7.8%.

SMILES	Sm TGR block	AmpC no deterg	AmpC inh detg	HCMV inh	AMA1-RON2 inh	Giardia FBPA inh
COc1ccc(CCNC2=CC(=O)N(c3ccc(F)cc3)C2=O)cc1	-31.9%	-21.0%	18.7%	-5.2	5.7%	1.3%
NC(=O)c1ccc(C2SCC(=O)N2Cc2ccccc2)cc1 (centres undefined)	6.8%	-12.6%	-4.9%	-0.2	-0.6%	2.9%
CCOc1ccc2nc(N(Cc3ccccc3)C(=O)CCNC(C)=O)sc2c1	-16.1%	192.6%[activator]	-7.5%	77.7	1.3%	·
Cc1ccc(C(=O)Nc2ccc(O)cc2C(=O)O)cc1C	-3.1%	-31.5%	-7.7%	14.4	?	?
Nc1nc2c(nc(SCc3ccccc3Br)n2C2OC(CO)C(O)C2O)c(=O)[nH]1 (centres undefined)	4.2%	-36.0%	?	-35.9	0.0%	-2.0%
Cc1ccc(-c2nn(-c3ccccn3)c(=O)c3ccccc23)cc1C	2.3%	60.8%[activator]	4.7%	0.0	-7.8%	-9.7%
O=C(Cc1cscn1)c1ccc(O)cc1O	-15.5%	-26.3%	-10.9%	31.9	-3.4%	-1.4%
Cc1ccc(S(=O)(=O)N2CCC(C(=O)Nc3ccc(S(=O)(=O)N4CCCC4)cc3)CC2)cc1	-7.6%	-11.3%	-20.5%	-35.6	-18.9%	·
COC(=O)COc1ccc2c(=O)c(Oc3ccccc3)c(C)oc2c1	?	-22.5%	5.3%	54.0	0.6%	4.9%
O=C(Nc1cccc(S(=O)(=O)N2CCOCC2)c1)C1CCCN(C(=O)c2ccc(Cl)cc2)C1 (centres undefined)	3.9%	49.4%	3.4%	?	-10.2%	1.6%
Cc1cc(C)cc(NC(=O)N2CCNC(=O)C2CC(=O)Nc2cc(Cl)ccc2Cl)c1 (centres undefined)	-1.1%	191.8%[activator]	5.0%	-3.9	11.4%	·
Cc1nn(C)c(Cl)c1S(=O)(=O)N1CCC(CO)(CCc2ccccc2)CC1	13.9%	141.2%[activator]	5.3%	-29.7	15.7%	12.8%
Cc1cccc(C2c3[nH]c4ccccc4c3CCN2C(=O)c2ccc(=O)[nH]c2)n1 (centres undefined)	2.2%	83.2%[activator]	1.9%	72.2	-0.7%	-6.2%
COc1ccc(C2CC(=O)Oc3c(C(CCN4CCOCC4)c4cc(OC)c(OC)c(OC)c4)c(OC)cc(OC)c32)cc1 (centres undefined)	-16.7%	226.5%[activator]	5.2%	8.6	-19.8%	-6.8%&-26.3%
Cc1c([N+](=O)[O-])cc(C(=O)Oc2cccc(C(=S)N3CCOCC3)c2)cc1[N+](=O)[O-]	·	-11.9%	-0.1%	11.7	-0.4%	-15.3%
CC1(C(=O)O)CCC(C(=O)N2CCOCC2)C1(C)C (centres undefined)	-0.3%	-1.8%	-1.9%	14.0	-4.4%	0.0%
CCOC(=O)C1CCN(C(c2cccc(F)c2)c2sc3nc(C)nn3c2O)CC1 (centres undefined)	-7.0%	107.4%[activator]	0.6%	19.3	33.5%[activator]	-6.7%
CCN1CCCc2cc(CN(CCN3CCOCC3)C(=S)Nc3cc(F)cc(F)c3)ccc21	-1.0%	-7.6%	2.3%	-19.8	-9.0%	-12.8%
S=c1[nH]nc(-c2cc(-c3ccco3)[nH]n2)n1-c1ccccc1Cl	39.8µM*	-37.9%	-6.1%	22.3	40.3%[activator]	?
Cc1ccc(N/N=C(\C#N)C(N)=S)cc1C	-10.6%	-26.9%	-2.0%	-13.8	72.7%[activator]	?
Cc1nn(C(C)C(=O)NCc2ccccc2F)c(=O)c2nn(-c3ccccc3)c(C)c12 (centres undefined)	1.8%	-31.9%	?	-13.4	-9.6%	5.4%
CCCCSc1ccc(NC(=O)c2cccnc2)cc1	4.6%	11.2%	-7.3%	2.0	11.8%	0.3%
Cc1ccc(OCC(=O)N(C)CC(=O)Nc2ccc(F)c(F)c2F)cc1	-11.4%	4.0%	-3.8%	-38.7	6.4%	·
CC1(C)CNC(=O)c2sc(NC(=O)c3ccccc3)nc2C1	1.4%	-25.4%	6.3%	123.9	27.7%	1.3%
CCCNC(=O)c1ccc(Cn2c(SCC(=O)NC(C)C)nc3ccccc3c2=O)cc1	4.0%	·	?	1.4	·	·
CC1CCN(S(=O)(=O)c2ccc3c(ccn3CC(=O)NCc3ccccc3F)c2)CC1	16.0%	·	25.0%	1.3	·	·
CCOc1ccc(NC(=O)Nc2cccs2)cc1	0.0%	-48.4%	2.5%	122.4	-2.0%	-11.9%
O=C(COC(=O)c1ccccn1)Nc1nccs1	-20.7%	-12.4%	-1.3%	6.2	9.5%	3.7%
CC1CCN(CC(=O)N(C)c2c(N)n(Cc3ccccc3)c(=O)[nH]c2=O)CC1	0.9%	-1.8%	0.2%	4.9	-4.1%	·
COc1cc(CN2CCCC(CO)(Cc3ccccc3C)C2)cc2c1OCO2 (centres undefined)	8.1%	43.2%	5.4%	-36.5	-2.1%	0.7%
COc1ccc(NC(=O)Nc2cnccn2)cc1OC	55.8%[activator]	-17.6%	3.9%	?	1.3%	-7.3%
Cc1ccc(C2C3=C(CC(C)(C)CC3=O)NC3=C2C(=O)CC(C)(C)C3)o1	?	12.2%	1.2%	-16.2	0.0%	0.1%
CC1CCC(NC(=O)C(NS(=O)(=O)c2cccc3nsnc23)C(C)C)CC1 (centres undefined)	8.6%	-17.2%	-1.5%	-16.8	-13.4%	·
Cc1ccc(CNC(=O)c2ccccc2NC(=O)C2=CSCCO2)cc1	3.3%	-47.1%	0.1%	?	1.0%	·
COc1cccc(C(=O)Nc2ccccc2-c2ccccc2)c1	-3.6%	-23.9%	-7.2%	-14.3	-1.8%	·
CCOC(=O)c1[nH]c(C)c(C(=O)Nc2cc(OC)ccc2OC)c1C	3.6%	27.7%	0.1%	2.5	-5.3%	-8.2%
O=C(COC(=O)c1cc(Cl)nc2ccccc12)c1ccc(Cl)cc1	-6.4%	3.3%	-2.4%	30.6	6.0%	0.5%
O=C(/C=C\c1ccc(-c2ccccc2)o1)c1ccccc1	11.2µM*	-27.0%	?	26.9	?	-22.7%
Cc1ccc2[nH]cc(CCNC(=O)CN3C(=O)c4ccccc4C3=O)c2c1	-5.9%	-18.7%	?	-4.0	-9.2%	0.2%
C#CCOc1ccc(/C=C2/C(=O)NN(c3ccc(F)cc3)C2=O)cc1OC	-1.1%	-18.5%	-18.7%	-14.2	-5.9%	-3.3%
CCOC(=O)C1CCN(C(=O)CSc2n[nH]c(-c3ccccc3Cl)n2)CC1	1.2%	·	19.5%	12.0	·	·
COc1ccc2ccccc2c1C1CC(=O)N2CN(Cc3ccco3)CSC2=C1C#N (centres undefined)	5.62µM*	-31.8%	-12.9%	6.0	-4.4%	?
COc1ccccc1C(=O)NC(CCSC)C(=O)N1CCN(C/C=C/c2ccccc2)CC1 (centres undefined)	-24.6%	274.1%[activator]	4.7%	-23.7	-16.5%	·
Cc1ccc(C(=O)O/N=C(\N)c2cccnc2)cc1[N+](=O)[O-]	?	-8.1%	-10.2%	48.8	7.7%	-0.6%
NNC(=O)CSc1c(-c2ccccc2)c2cc(Cl)ccc2[nH]c1=O	-14.4%	2.8%	-6.8%	?	61.8%[activator]	-1.5%
COc1ccc2c(c1)[C@H]1[C@H](CO2)[C@H](c2ccccc2)[C@]2(C)C(=O)Nc3cc(F)c(F)cc3C(=O)N12	-1.0%	-17.1%	2.4%	-4.5	-15.7%	·
O=C(CSc1nc2c(sc3ccccc32)c(=O)n1CCCN1CCCC1)NCc1ccccc1	3.5%	42.0%	-8.2%	-19.1	19.4%	-0.6%
CC(C)(C)c1cc(CN2CCN(CCO)CC2)cc(C(C)(C)C)c1O	2.51µM*	-4.7%	-0.2%	-25.1	3.0%	-20.6%
CC(=O)Nc1cccc(NC(=O)CSc2nc(=O)n(CCCN3CCOCC3)c3c2CCC3)c1	-9.0%	-1.8%	0.0%	4.9	-3.2%	·
Cc1ccc(CN(Cc2ccco2)C(=O)c2ccc(OCC(C)C)cc2)cc1	1.4%	·	0.2%	4.3	·	·

The list continues.
SMILES	Sm TGR block	AmpC no deterg	AmpC inh detg	HCMV inh	AMA1-RON2 inh	Giardia FBPA inh
CCc1ccc(NC(=O)CSc2nc(-c3ccccc3)c(C#N)c(=O)[nH]2)cc1	-15.1%	·	14.8%	21.1	·	·
COc1cccc(C2C(C(=O)c3sc(C)nc3C)=C(O)C(=O)N2CCN2CCOCC2)c1OC (centres undefined)	-29.7%	-2.0%	-11.1%	?	-0.4%	0.1%
Cc1cccc(S(=O)(=O)Nc2cccc3c2C(=O)c2ccccc2-3)c1	6.1%	?	-0.5%	-16.0	-11.0%	2.4%
CC(=O)Nc1ccc(N(C(=O)CNC(=O)c2ccco2)C(C(=O)NCC2CCCO2)c2ccccc2)cc1 (centres undefined)	·	-15.2%	1.4%	-33.8	4.8%	4.8%
Cc1ccc(C)c(NC(=O)COC(=O)c2cccc(S(=O)(=O)N3CCCCC3)c2)c1	4.4%	-15.1%	?	-14.6	2.5%	·
NC(=O)CSc1nc(O)cc(=O)n1-c1ccccc1	-0.7%	-10.5%	4.2%	4.4	-1.4%	3.4%
C=CCn1c(=N)n(CC(=O)c2ccc(Br)s2)c2ccccc21	-16.0%	1.2%	-8.3%	-74.1*	1.2%	12.1%
CCOC(=O)c1nnn(CC(=O)Nc2cc(F)ccc2F)c1C(=O)OCC	-3.7%	8.1%	-3.4%	22.7	8.6%	4.6%
NS(=O)(=O)c1ccc(CCNC(=O)c2ccc(NS(=O)(=O)c3ccc4[nH]c(=O)[nH]c4c3)cc2)cc1	-6.5%	-20.5%	?	-26.2	-4.5%	·
Cc1ccc(C)c2c1cc(C)c1nnc(SCC(=O)Nc3nc4c(s3)CCCC4)n12	-2.5%	-9.3%	?	-38.6	1.0%	8.1%
CCOC(=O)N1CCN(C(=O)c2cc3ccccc3o2)CC1	-8.4%	-10.2%	-11.6%	-13.8	24.3%	7.9%
CCOC(=O)N1CCN(S(=O)(=O)N2CCCC(C(=O)NCCCN3CCCCC3)C2)CC1 (centres undefined)	4.3%	-0.5%	2.9%	?	-1.9%	·
COc1ccccc1OCC(=O)Nc1ncc(C)s1	-6.3%	-28.8%	-7.3%	64.4	-4.0%	·
C#CCn1c(/C=C/c2ccc(Cl)cc2)nc2ccccc21	-2.1%	·	28.5%	71.5	·	·
Cc1cccc(NC(=O)C2CCN(S(=O)(=O)c3ccc(Cl)cc3)CC2)n1	2.9%	-8.4%	-21.5%	?	?	·
